FAS-TE inh: inhibitors of human fatty acid synthase thioesterase domain; recombinant FAS-TE, OMFH fluorogenic substrate, fluorescence endpoint; inhibition, % at 15 µM; actives 0.67% (n = 360,000); AID 602261;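 active = compounds whose normalised, plate-corrected inhibition of enzyme fluorescence in the single-dose primary screen is 50% or more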;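 note: 0% = DMSO with enzyme and 100% = substrate without enzyme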
E coli Lon inh: E. coli protease La inhibition; P0A9M0; purified E. coli Lon protease, fluorescence polarization; inhibition, % at 7.94 µM; actives 0.42% (n = 360,000); in the data active = inhibition above about 13%, passing the limit was not always enough;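 note: 0% = enzyme with probe and DMSO and 100% = no enzyme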
CendR NRP1 mod: NRP-1/CendR interaction modulation. FAM-RPARPAR peptide binding to NRP-1, fluorescence polarization. AID 602438. inhibition, % at 25 µM. actives 0.85% (n = 360,000);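 active = inhibition or corrected inhibition above about 18%, plus a signal ratio from 0.5 to 1.5, limit read from the data, passing the limit was not always enough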; note: strong numbers were not always called active
Target sequence (O14786 whole entry, looked up): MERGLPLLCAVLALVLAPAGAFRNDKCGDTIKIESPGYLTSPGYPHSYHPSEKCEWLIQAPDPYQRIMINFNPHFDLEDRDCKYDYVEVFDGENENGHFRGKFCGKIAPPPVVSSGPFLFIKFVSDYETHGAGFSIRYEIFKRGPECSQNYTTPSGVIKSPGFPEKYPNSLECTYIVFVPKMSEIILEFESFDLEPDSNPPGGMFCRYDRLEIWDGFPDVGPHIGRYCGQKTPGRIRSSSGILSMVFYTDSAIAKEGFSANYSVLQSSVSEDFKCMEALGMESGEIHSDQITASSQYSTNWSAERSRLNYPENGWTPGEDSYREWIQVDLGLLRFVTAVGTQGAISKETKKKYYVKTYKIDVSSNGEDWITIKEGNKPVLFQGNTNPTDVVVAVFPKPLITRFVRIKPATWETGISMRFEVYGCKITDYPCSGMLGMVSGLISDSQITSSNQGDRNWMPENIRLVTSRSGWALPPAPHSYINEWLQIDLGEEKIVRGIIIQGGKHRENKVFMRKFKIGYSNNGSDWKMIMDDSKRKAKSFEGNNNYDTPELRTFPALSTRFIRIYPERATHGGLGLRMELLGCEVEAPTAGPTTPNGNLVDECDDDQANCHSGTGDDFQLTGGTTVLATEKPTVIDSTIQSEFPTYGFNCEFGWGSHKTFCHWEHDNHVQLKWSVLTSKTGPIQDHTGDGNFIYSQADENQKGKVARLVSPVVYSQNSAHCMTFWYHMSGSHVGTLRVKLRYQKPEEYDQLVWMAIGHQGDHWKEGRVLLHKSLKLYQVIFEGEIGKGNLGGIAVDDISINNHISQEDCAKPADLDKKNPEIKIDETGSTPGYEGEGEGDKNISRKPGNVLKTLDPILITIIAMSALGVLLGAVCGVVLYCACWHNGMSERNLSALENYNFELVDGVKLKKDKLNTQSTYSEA
MT1-MMP act inh: blocks activation of human MT1-MMP. P50281. HT1080 RFP-PRO-GFP cells, GFP/RFP ratio fluorescence, overnight; percent of plate control window, DMSO zero. GFP/RFP ratio change, % at 20 µM. actives 0.061% (n = 360,000);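 active = GFP/RFP ratio change of at least 30% with cell ATP level not reduced by more than half and red fluorescence within 50% of control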; note: strong numbers were not always called active
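Material – HT1080 RFP-PRO-GFP cells · Control set – DMSO wells and RFP-L50D-GFP cells · Incubation – overnight cell settling, then overnight compound exposure, 37 °C, 5% CO2 · Compound dosing – single-point 20 µM compound, 1% DMSO · Read-out – GFP/RFP fluorescence ratio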
bovine MsrA act: activates bovine MsrA enzyme | purified bovine MsrA, absorbance read-out | actives 0.3% (n = 360,000) | activation, % at 10.6 µM; in the data active = activation above about 7.5%;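 note: 0% = vehicle and 100% = reference activator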
SKN-1 block: blocks SKN-1 activity in C. elegans. C. elegans VP596 Pgst-4::GFP/RFP ratio, acrylamide-induced, 24 h. actives 0.49% (n = 360,000). inhibition, % at 21.8 µM;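 active = interference check ratio from 0.5 to 1.5 plus GFP to RFP signal ratio inhibition reaching or exceeding a fixed threshold, cut at about 30% in these data, passing the limit was not always enough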; note: some compounds called inactive have numbers as strong as hits
Neddyl block: cullin neddylation inhibition; P61081+Q13564; TR-FRET cullin neddylation, biochemical; calls only at 25 µM; actives 0.58% (n = 360,000); AID 651699; in the data active = inhibition above about 36%
MLLE-PAM2 inh: inhibitors of microRNA-mediated deadenylation, human PABP1 MLLE binding; inhibition, % at 20 µM; GST-MLLE / FITC-PAM2 fluorescence polarization; actives 0.36% (n = 360,000); in the data active = inhibition above about 35%, passing the limit was not always enough;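 note: plate controls were DMSO wells with GST-MLLE for no effect and wells lacking GST-MLLE protein for full effect; some results filed as inactive read as strong as hits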
Rin1-Abl PPI inh: inhibitors of human Rin1-Abl protein interaction; actives 0.4% (n = 360,000); AID 588664; inhibition, % at 7.35 µM; TR-FRET Rin1/Abl binding, biochemical; P00519+Q13671; in the data active = inhibition above about 5%, passing the limit was not always enough
Starred values were filed as active, the others as inactive; i = inactive; nt = not tested or not shown.

SMILES	FAS-TE inh	E coli Lon inh	CendR NRP1 mod	MT1-MMP act inh	bovine MsrA act	SKN-1 block	Neddyl block	MLLE-PAM2 inh	Rin1-Abl PPI inh
Cc1nnc(N/N=C/c2ccc([N+](=O)[O-])cc2)n1N	1	-7	-4	3	21*	-2	i	-11	1
N#Cc1ccc(CSc2ccccn2)c(Cl)c1	14	-2	2	0	-3	-12	i	8	1
COCc1nnc(NC(=O)CCC2CCCCC2)s1	1	0	0	0	0	24	i	36	-3
Cc1c(C)c2ccc(O)c(CN3CCN(C)CC3)c2oc1=O	1	-6	16	0	-3	-9	nt	5	5
COc1cccc(C(=O)Nc2cc([N+](=O)[O-])ccc2N2CCN(C)CC2)c1	21	-4	-6	-5	2	-3	i	-13	-1
C[C@H]1CN([C@@H](C)CO)S(=O)(=O)c2ccc(Br)cc2O[C@H]1CN(C)Cc1ccc(F)cc1	8	-1	-2	-5	-3	-3	i	-4	-2
CCOC(=O)C1=C(C)N=c2s/c(=C\c3cccc(OCC(=O)O)c3)c(=O)n2C1c1ccccc1OC (stereo not drawn)	6	-10	-11	0	-1	-11	i	-128	2
Fc1ccccc1Cn1nnc(-c2ccc3c(c2)OCO3)n1	17	-6	6	7	-2	-10	i	17	-5
O=C1OC(/C=C/c2ccccc2)=NC/1=C/c1ccco1	0	-9	-8	-2	-3	2	i	2	-2
COc1ccc2c(c1OC)CN1CCc3cc4c(cc3[C@@H]1[C@@H]2O)OCO4	-8	-10	29*	-5	-2	1	i	19	1
Cc1ccccc1NC(=S)N/N=C1\CC(C)(C)Oc2ccc(O)cc21	-4	-7	-4	1	-13	-8	nt	30	2
O=S(=O)(NCc1ccco1)c1ccc(Cl)cc1Cl	1	0	12	2	0	-10	i	3	1
COC(=O)CCn1nnc(-c2ccc(C(C)C)cc2)n1	-1	1	-1	2	-3	-5	i	9	2
Cc1ccccc1CN1CCc2c(OCC(=O)N3CCCc4ccccc43)cccc2C1=O	23	-5	0	-10	-4	12	i	4	2
CCC(c1nnnn1Cc1ccccc1)N1CCN(C(=O)c2ccco2)CC1 (stereo not drawn)	-2	-1	0	1	-2	2	i	7	-1
COc1ccc(C(=O)COC(=O)Cc2c[nH]c3ccccc23)c(OC)c1	11	-3	-8	0	-2	24	i	4	2
COC(=O)c1c(-c2ccc(OC)cc2)sc2ccc(-c3ccc4c(c3)OCO4)cc12	17	0	0	-5	-5	-2	i	-10	4
COc1cc(NC(=O)COc2ccc(Br)cc2)ccc1NC(=O)C(C)C	-5	-7	-3	7	-11	-2	i	2	2
Cc1cc2c(cc1C)C(c1ccccc1Br)CC(=O)N2 (stereo not drawn)	-1	-10	-3	4	-1	-5	i	-8	0
CCCc1nnc(SCC(=O)N2CCOCC2)n1CCCOC	-15	-2	-3	-5	-10	-60	i	8	1
O=C(NC1CCN(Cc2ccc(F)cc2)CC1)c1ccccc1	-5	3	0	1	1	2	i	0	3
CCOCCCNC(=S)Nc1ccc2nc(N3CCOCC3)cc(C)c2c1	-4	0	-4	5	-2	25	nt	-33	-1
COc1ccccc1NC(=O)C1CCCN(S(=O)(=O)c2ccc3[nH]c(=O)ccc3c2)C1 (stereo not drawn)	-2	9	5	0	-2	1	i	-11	2
Cc1cccc(C(=O)NCCc2nnc(SCC(=O)Nc3cccc(C(=O)O)c3)n2C)c1	-7	-2	-9	0	-8	-10	i	13	-1
CCCS(=O)(=O)NC(=O)C1(C)CCCN(C(=O)c2ccccc2OC(F)(F)F)C1 (stereo not drawn)	-12	-3	-1	7	-7	5	i	-12	-5
SMILES	FAS-TE inh	E coli Lon inh	CendR NRP1 mod	MT1-MMP act inh	bovine MsrA act	SKN-1 block	Neddyl block	MLLE-PAM2 inh	Rin1-Abl PPI inh
O=C(COc1ccccc1)NCCc1cn2ccsc2n1	-6	2	-2	-6	-3	-26	i	5	1
Cc1cc(C)c2cc(C#N)c(NCCCNC(=O)c3cccnc3)nc2c1	-3	0	-11	5	-2	-8	nt	-7	-7
CC(=O)Nc1c2c(nn1-c1ccccc1)CSC2	-5	10	3	1	-5	0	i	13	-2
COc1ccc(C)cc1NC(=O)CN1CCCN(S(=O)(=O)c2ccc(Br)cc2)CC1	27	-10	0	-4	0	4	i	9	2
C=CCNC(=O)C1CCN(c2cnccn2)CC1	-1	-2	-49	-1	-1	10	i	7	2
Clc1cccc(C[n+]2cc(-c3ccccc3)n3c2CCC3)c1	-8	12	6	-7	-2	-7	i	1	-3
O=C(CCn1c(=O)c2ccccc2n(CC(=O)NC2CCCC2)c1=O)NCCc1ccc(Cl)cc1	-11	-7	-6	2	-4	16	i	-2	0
Fc1cccc(Cc2noc(CN3CCSCC3)n2)c1	-4	-3	5	0	-2	7	i	-5	3
Cc1ccc(NC(=O)Cn2cncc2-c2ccc([N+](=O)[O-])cc2)cc1C	-2	-7	11	14	-1	-7	i	-11	-2
CN(C)S(=O)(=O)c1cccc(NC(=O)CNC2CCCCC2)c1	-3	-7	12	1	-7	2	i	-5	0
COC(=O)c1sccc1NC(=O)c1ccncc1	-6	0	5	2	-3	-19	i	8	2
Cc1ccc(C(=O)CSc2nnc3c4ccccc4nc(Cc4ccccc4)n23)cc1	6	-1	4	1	-3	-6	i	-13	2
CN(/N=C/c1ccc(N(C)C)cc1)C1=NS(=O)(=O)c2ccccc21	-149	47*	141	-37	-2	48	i	16	-4
Cc1cc(S(=O)(=O)N2CCN(c3ccccc3F)CC2)ccc1-n1cnnn1	22	-7	-4	0	-3	21	i	2	1
CCSc1nnc(NC(=O)c2ccc(C)o2)s1	-2	-5	-2	-2	-2	0	i	-8	6
O=C(COC(=O)c1ccccc1)NCCC1=CCCCC1	-1	-6	2	0	-4	2	i	8	1
O=C(NCCSc1c[nH]c2ccccc12)c1c(F)cccc1F	1	3	12	-1	-1	-19	i	1	-2
Cc1ccc(OCC(=O)NC2CCCCCC2)cc1C	6	1	7	-3	0	-8	i	-4	1
COC(=O)c1ccc(N2CCOCC2)c(NC(=O)c2ccc(Br)o2)c1	-3	-8	15	-4	-4	-2	i	-2	-1
O=[N+]([O-])c1ccccc1OCCCNCc1ccccc1	-6	-1	4	0	-4	-7	i	-14	3
O=C(/C=C/c1cccs1)Nc1nccs1	-9	18	4	0	-6	7	i	-3	-4
CN(CC(=O)Nc1ccc(Cl)c(Cl)c1)C(=O)CNC(=O)Cc1ccccc1	5	-2	1	4	-3	0	i	10	0
COC(=O)[C@]12CCCCC=C1N(Cc1ccccc1)C(=O)[C@H](CC(=O)N1CCC(c3ccccc3)CC1)C2	10	4	-1	-1	0	-3	i	nt	nt
COc1cccc(N2CCN(S(=O)(=O)c3ccc(-c4cnc(C5CC5)o4)cc3)CC2)c1	11	-8	20	2	-3	-4	i	-4	2
COc1ccc(S(=O)(=O)NCC(c2ccco2)N2CCOCC2)cc1 (stereo not drawn)	-6	5	3	-7	-2	-12	i	-2	-3

13 compounds already listed, sorted by molar mass, highest first:
SMILES	FAS-TE inh	E coli Lon inh	CendR NRP1 mod	MT1-MMP act inh	bovine MsrA act	SKN-1 block	Neddyl block	MLLE-PAM2 inh	Rin1-Abl PPI inh
COC(=O)[C@]12CCCCC=C1N(Cc1ccccc1)C(=O)[C@H](CC(=O)N1CCC(c3ccccc3)CC1)C2	10	4	-1	-1	0	-3	i	nt	nt
Cc1ccccc1CN1CCc2c(OCC(=O)N3CCCc4ccccc43)cccc2C1=O	23	-5	0	-10	-4	12	i	4	2
COc1cccc(N2CCN(S(=O)(=O)c3ccc(-c4cnc(C5CC5)o4)cc3)CC2)c1	11	-8	20	2	-3	-4	i	-4	2
COC(=O)c1c(-c2ccc(OC)cc2)sc2ccc(-c3ccc4c(c3)OCO4)cc12	17	0	0	-5	-5	-2	i	-10	4
Cc1cc(C)c2cc(C#N)c(NCCCNC(=O)c3cccnc3)nc2c1	-3	0	-11	5	-2	-8	nt	-7	-7
Cc1ccc(NC(=O)Cn2cncc2-c2ccc([N+](=O)[O-])cc2)cc1C	-2	-7	11	14	-1	-7	i	-11	-2
CN(C)S(=O)(=O)c1cccc(NC(=O)CNC2CCCCC2)c1	-3	-7	12	1	-7	2	i	-5	0
O=C(NC1CCN(Cc2ccc(F)cc2)CC1)c1ccccc1	-5	3	0	1	1	2	i	0	3
O=S(=O)(NCc1ccco1)c1ccc(Cl)cc1Cl	1	0	12	2	0	-10	i	3	1
Cc1c(C)c2ccc(O)c(CN3CCN(C)CC3)c2oc1=O	1	-6	16	0	-3	-9	nt	5	5
O=C(COc1ccccc1)NCCc1cn2ccsc2n1	-6	2	-2	-6	-3	-26	i	5	1
Fc1ccccc1Cn1nnc(-c2ccc3c(c2)OCO3)n1	17	-6	6	7	-2	-10	i	17	-5
CC(=O)Nc1c2c(nn1-c1ccccc1)CSC2	-5	10	3	1	-5	0	i	13	-2

Next results follow.
SMILES	FAS-TE inh	E coli Lon inh	CendR NRP1 mod	MT1-MMP act inh	bovine MsrA act	SKN-1 block	Neddyl block	MLLE-PAM2 inh	Rin1-Abl PPI inh
CCOC(=O)Nc1sc(C(=O)N(C)C)c(C)c1C(=O)OCC	-9	6	26*	2	-10	-29	i	5	3
Nc1nc(Cl)nc2ncn(Cc3ccccc3)c12	-5	3	10	2	0	7	i	3	4
COc1cccc(N2C(=NC(=O)COc3ccccc3)SC3CS(=O)(=O)CC32)c1 (stereo not drawn)	0	0	2	-1	-2	26	i	-3	4
CCOc1ccc(NC(=O)CN(C)C(=O)C(C)N2C(=O)c3ccccc3C2=O)cc1OCC (stereo not drawn)	-5	-9	4	1	4	-5	i	-6	-2
Cc1cc(C)c(C#N)c(SCC(=O)Nc2ccccc2C)n1	11	1	17	-3	3	6	i	-1	2
CCCNC(=O)c1ccccc1NC(=O)c1ccc2c(c1)NC(=O)C(C)S2 (stereo not drawn)	6	8	2	0	-5	-7	i	7	1
COC(=O)c1sccc1NC(=O)CSc1nnnn1-c1ccccc1C	28	2	-8	0	-10	-7	i	9	-5
O=C(COC(=O)c1ccc(Cl)nc1)NCCC1=CCCCC1	6	-9	-8	1	-2	3	i	11	-2
CCCOc1c(Br)cc(/C=N/O)cc1OC	-12	-6	-11	-2	-2	7	i	5	-3
CCS(=O)(=O)N1CCN(C(=O)c2ccccc2[N+](=O)[O-])CC1	-4	-6	4	3	-3	2	i	-15	0
C1CCC(c2nn3c(-c4n[nH]c5c4CCC5)nnc3s2)CC1	-4	4	-15	3	-10	6	i	-128	25*
Cc1ccc(OCc2cc(C(=O)N3CCCC(C)C3)no2)cn1 (stereo not drawn)	-7	-7	5	1	-2	23	i	16	0
O=C(Cc1cccc(NC(=O)C2CCN(C(=O)c3ccccc3)CC2)c1)Nc1cccc(C(=O)N2CCCC2)c1	-13	-1	16	7	-5	5	i	-6	5
O=C(Nc1cccc(Cl)c1)c1ccc2c(c1)OCCO2	6	-8	-1	1	-2	21	i	-9	3
COc1cc(NS(=O)(=O)c2cc(C(=O)NCCc3ccccn3)ccc2OC)cc(OC)c1	-6	-8	3	-6	1	29	i	2	3
COc1ccc(C2C(C#N)=C(C)NC3=C2C(=O)CC(C)(C)C3)c(OC)c1 (stereo not drawn)	-3	-2	18	16	0	-2	nt	14	-4

Bioassay records as filed in PubChem BioAssay.
